# RORgamma inh = ROR gamma (mouse) transcription inhibition. P51450. Drosophila S2 Gal4-RORgamma UAS-luciferase reporter, 20 h. Potency, µM (top dose mostly 53.6 µM), inactives show at the highest dose activity change, negative = inhibition, usual class: inhibitors. 5.4% of 310,000 active. AID 2551; also: % is scaled to controls: 0 for no effect and ±100 for the full control effect; nearly all actives have a fitted effect of over 60% in size
#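 Compounds are pin-transferred onto Drosophila Schneider cells expressing a copper-inducible Gal4–ROR gamma transactivation domain fusion. After 1 hr, copper sulfate is added to 700 uM final; luciferase is read 20 hr later.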
# uPA generation = blocks generation of uPA at the cell surface; 0.31% of 330,000 active; cell surface uPA generation assay, qHTS; Potency, µM (series often up to 38.3 µM), without a hit: at the highest dose activity change, negative = inhibition, usual class: inhibitors; active = well fitted inhibition curve with a large enough effect; inconclusive = small, poorly fitted or top-dose-only effect; inactive = no such curve, though single readings can be large or run the other way; tested in mouse RAW 264.7 cells; also: % is scaled to controls: 0 for no effect and ±100 for the full control effect; nearly all actives have a fitted effect of over 55% in size
# VP16 counter = inhibits Gal4-VP16 luciferase reporter, ROR gamma counter-screen; Drosophila S2 Gal4-VP16 UAS-luciferase, luminescence, 20 h; Potency, µM (top dose mostly 53.6 µM), for the others: at the top dose activity, negative = inhibition, hits mostly inhibitors; 3.5% of 310,000 active; AID 2546;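 also: Gal4-VP16 expression switched on by copper sulfate through the metallothionein promoter; % is scaled to controls: 0 for no effect and ±100 for the full control effect; nearly all actives have a fitted effect of over 50% in size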
# p53 reactivation = mutant p53 re-activation in reporter cells | H1299 p53-A138V BP100-luciferase reporter, luminescence, 24 h | Potency, µM (doses to about 92.2 µM), for the others: at the highest dose activity change, positive = activation, usual class: activators | 0.063% of 320,000 active | AID 504706; also: % of control where 0% means no effect; nearly all actives have a fitted effect of over 45% in size
#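 H1299 (p53-null), stable ts p53-A138V + BP100-Luc; 1000 cells/well, Opti-MEM/10% FBS; cpd 4 pt, 1:5; 24 h, 37 deg C, 5% CO2; detection reagent 10 min RT; luminescence.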
# NPC1 promoter act = NPC1 promoter activation; Huh7 NPC1 promoter luciferase reporter, 24 h; 2.4% of 320,000 active; AID 485313; Potency, µM (titrated, usually from 9.22 µM), for the others: at the highest dose activation, usual class: activators;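 also: % of control where 0% means no effect; nearly all actives have a fitted effect of over 60% in size; reporter is driven by a mutant NPC1 promoter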
#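 Quantitative HTS used a cell-based reporter: Huh7 cells stably bearing the NPC1 promoter upstream of luciferase were treated with compounds for 24 h, and promoter activation was read as luminescence.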
# FLuc modulator = inhibits or activates purified firefly luciferase, miR-21 counter-screen; purified FLuc, Km substrates, luminescence inhibition; Potency, µM (doses to about 57.5 µM), inactives show at the highest dose activity change, negative = inhibition, hits mostly inhibitors; 6.9% of 360,000 active;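 also: plate controls were vehicle for no effect and reference inhibitor for full effect; nearly all actives have a fitted effect of over 55% in size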
# Target sequence (P08659 whole entry, looked up): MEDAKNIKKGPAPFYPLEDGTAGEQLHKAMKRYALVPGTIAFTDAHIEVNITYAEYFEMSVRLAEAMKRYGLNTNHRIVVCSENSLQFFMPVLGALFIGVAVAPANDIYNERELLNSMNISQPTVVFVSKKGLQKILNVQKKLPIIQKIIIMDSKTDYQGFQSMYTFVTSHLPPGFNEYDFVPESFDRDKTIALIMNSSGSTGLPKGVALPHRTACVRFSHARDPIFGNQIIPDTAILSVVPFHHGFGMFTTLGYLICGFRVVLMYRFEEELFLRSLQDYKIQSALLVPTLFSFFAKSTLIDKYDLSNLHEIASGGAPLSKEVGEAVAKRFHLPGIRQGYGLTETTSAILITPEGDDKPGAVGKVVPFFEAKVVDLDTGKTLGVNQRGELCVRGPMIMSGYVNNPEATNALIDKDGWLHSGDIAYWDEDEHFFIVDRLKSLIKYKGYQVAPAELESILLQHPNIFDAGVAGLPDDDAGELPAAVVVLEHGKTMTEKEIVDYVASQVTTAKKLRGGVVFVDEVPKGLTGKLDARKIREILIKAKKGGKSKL
#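 Purified P. pyralis luciferase, 10 nM final, with Km-level 10 uM D-luciferin and 10 uM ATP in 50 mM Tris acetate pH 7.5, 10 mM Mg acetate, 0.01% Tween-20, 0.05% BSA; 6-point qHTS titration about 60 µM downward; luminescence read.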
# BRCA1 expr act = activators of BRCA1 expression. MCF7-BRCA1-FFLuc reporter, luminescence, 48 h; response scale: scaled: vehicle 0%, 10 µM genistein 100%. Potency, µM (highest dose often 46.1 µM), for the others: at the top dose activation, actives largely listed as activators. 1.1% of 380,000 active; also: nearly all actives have a fitted effect of over 80% in size; some results filed as inactive show a strong effect at the top dose
#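 Luminescence from a BRCA1-driven firefly luciferase in MCF7 cells was read after 48 h compound exposure at 37 C. Data normalized against DMSO and a 10microM genistein activation control, then curve-fitted across the titration.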
# Rab9 promoter act = activates the Rab9 promoter | Huh7 Rab9 promoter-luciferase reporter, luminescence, 24 h | Potency, µM (titrated, usually from 9.22 µM), for inactives: at the top dose activation, negative = inhibition, usual class: activators | 2.8% of 320,000 active; also: % of control where 0% means no effect; nearly all actives have a fitted effect of over 60% in size
#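 Luminescence read-out: Huh7 cells stably expressing Rab9-luciferase, treated 24 h with compound at 37 °C, then lysed with luciferase reagent for 10 min at ambient before reading.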
# MBNL1-CUG inh = MBNL1-poly(CUG) RNA binding inhibition | TR-FRET MBNL1-His/biotin-(CUG)12 binding, 665/545 ratio | Potency, µM (doses to about 57.5 µM), for the others: at the highest dose activity change, negative = inhibition, most hits filed as inhibitors | 0.036% of 280,000 active | Q9NR56; active = well fitted inhibition curve with a large enough effect in the signal ratio, with a control signal flat, not every such curve was filed as active; inconclusive = small, poorly fitted or top-dose-only effect, or effect the other way, or a change in a side signal; inactive = no such curve, though single readings can be large or run the other way; the % refers to the signal ratio; also: % is scaled to controls: 0 for no effect and ±100 for the full control effect
# Target sequence (Q9NR56 whole entry, looked up): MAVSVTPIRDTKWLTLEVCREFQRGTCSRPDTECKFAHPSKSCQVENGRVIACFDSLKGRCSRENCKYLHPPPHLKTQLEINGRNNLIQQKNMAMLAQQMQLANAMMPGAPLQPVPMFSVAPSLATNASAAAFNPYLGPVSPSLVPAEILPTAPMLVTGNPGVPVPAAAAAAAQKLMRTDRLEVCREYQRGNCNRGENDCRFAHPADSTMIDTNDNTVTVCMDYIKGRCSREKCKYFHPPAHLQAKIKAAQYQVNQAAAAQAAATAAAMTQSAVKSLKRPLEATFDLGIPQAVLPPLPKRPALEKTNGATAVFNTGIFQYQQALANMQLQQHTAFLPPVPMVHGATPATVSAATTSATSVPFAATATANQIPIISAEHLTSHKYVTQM
#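 Compound titration spanned 92 nM–58 uM against the MBNL1-His/biotin-(CUG)12 complex. After 60 min at room temperature with 5 nM streptavidin-XL665 and 0.055 ng/ul terbium anti-His, ratiometric 665/545 nm emission (Ex 340 nm) normalized to controls.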
# ELG1 genotox = induces genotoxicity in HEK293T cells with luciferase-tagged ELG1. HEK293T ELG1-luciferase reporter, luminescence, 16 h. Potency, µM (top dose mostly 46 µM), for the others: at the top dose activity change, positive = activation, most hits filed as activators. 1.3% of 330,000 active. AID 504466; also: % of control where 0% means no effect; nearly all actives have a fitted effect of over 60% in size
#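 HEK293T cells expressing luciferase-tagged ELG1 were exposed to compound or DMSO vehicle for 16 hr at 37 °C and 5% CO2. Luciferase activity was then measured with ONE-Glo after 30 min at room temperature.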
# * hit, by the source's call; ? = inconclusive; . = not tested or not shown; & = joins results of further samples. Unless noted, calls follow the shape of the dose curve; as a rule, active = well fitted curve in the direction sought with a large enough effect; inconclusive = small, poorly fitted or top-dose-only effect, or another doubt; inactive = no such curve, though single readings can be large; an effect the other way counts as inactive or inconclusive. Potency is read from the fitted curve at half-maximal effect.
SMILES,RORgamma inh,uPA generation,VP16 counter,p53 reactivation,NPC1 promoter act,FLuc modulator,BRCA1 expr act,Rab9 promoter act,MBNL1-CUG inh,ELG1 genotox
Cc1cccc(N(CC(=O)NC(C)(C)C)C(=O)CNC(=O)c2cccs2)c1,5%,0%,-3%,-2%,-5%,-1%,-8%,-8%,4%,-2%
CCN(CC(=O)Nc1ccc2c(c1)OCCO2)C(=O)c1ccc([N+](=O)[O-])s1,.,-23%,.,13%,-2%,?,-40%,5%,.,1%
COC(=O)C1=NN(C(=O)c2ccc(C)cc2)C(O)(c2ccc(Cl)cc2)C1 (stereo not given),-35%,-9%,-6%,-4%,-2%,?,10%,0%,-7%,0%
O=C(CCc1nnc(COc2ccccc2)o1)NC1(c2ccccc2)CC1,-10%,9%,-6%,7%,0%,-1%,-4%,1%,6%,-2%
COc1cccc(C(=O)N2CCCC(c3nc(-c4cccs4)no3)C2)c1 (stereo not given),26%,.,2%,6%,9%,3%,1%,10%,-3%,?
COC(=O)Nc1ccc2c(c1)N(C(=O)CCN(C)C)c1ccccc1CC2,-20%,8%,0%,-15%,2%,2%,-33%,1%,-1%,14%
CC(=O)c1cc(C#N)c(SCc2ccccn2)nc1C,?,-8%,?,19%,?,-16%,?,?,6%,?
CCOC(=O)c1ccc2c(c1)nc(SCc1cn3ccsc3n1)n2CC,?,-11%,?,-5%,-1%,-1%,-11%,-5%,-15%,-15%
CCC(O)CNc1nc(SC)nc2sc3c(c12)CCN(C)C3 (stereo not given),0%,.,3%,.,0%,3%,0%,-3%,3%,.
CCOc1ccccc1NC(=O)Nc1cccc(S(N)(=O)=O)c1,0%,7%,14%,-6%,2%,-4%,0%,-3%,2%,0%
COc1ccc(OC)c(C2=Nn3c(nnc3-c3cc(C)[nH]n3)SC2)c1,0%,-11%,-6%,-5%,-5%,-1%,-48%,-5%,2%,12%
COc1ccc(/C=N/NC(=O)c2cc(-c3ccccc3OC)nc3ccccc23)cc1COC(C)=O,10%,1%,8%,-2%,0%,0%,4%,-3%,-4%,-2%

# Pulled by compound from the list above (three):
SMILES,RORgamma inh,uPA generation,VP16 counter,p53 reactivation,NPC1 promoter act,FLuc modulator,BRCA1 expr act,Rab9 promoter act,MBNL1-CUG inh,ELG1 genotox
COC(=O)Nc1ccc2c(c1)N(C(=O)CCN(C)C)c1ccccc1CC2,-20%,8%,0%,-15%,2%,2%,-33%,1%,-1%,14%
COC(=O)C1=NN(C(=O)c2ccc(C)cc2)C(O)(c2ccc(Cl)cc2)C1 (stereo not given),-35%,-9%,-6%,-4%,-2%,?,10%,0%,-7%,0%
O=C(CCc1nnc(COc2ccccc2)o1)NC1(c2ccccc2)CC1,-10%,9%,-6%,7%,0%,-1%,-4%,1%,6%,-2%

# More compounds follow:
SMILES,RORgamma inh,uPA generation,VP16 counter,p53 reactivation,NPC1 promoter act,FLuc modulator,BRCA1 expr act,Rab9 promoter act,MBNL1-CUG inh,ELG1 genotox
COc1ccccc1CN1CCNC(=O)C1CC(=O)N(C)Cc1nc(C)cs1 (stereo not given),-20%,-2%,3%,17%,2%,0%,-12%,0%,5%,-1%
CCCc1nc2oc3ccccc3c(=O)c2c(=O)n1-c1ccccc1,13%,-3%,-14%,14%,13%,-9%,1%,13%,.,?
C=CCNc1nc(C2(C)CC3(CC(C)OC3=O)C(=O)O2)cs1 (stereo not given),-27%,-1%,-8%,-2%,-1%,3%,43%,-5%,-10%,0%
C[C@H](CO)N1C[C@H](C)[C@@H](CN(C)Cc2ccc(Cl)c(Cl)c2)Oc2ccc(NC(=O)Cn3cnnn3)cc2C1=O,.,-2%,.,2%,.,.,2%,.,.,-1%
COc1ccccc1OCC(O)CO (stereo not given),-1%&4%,2%,2%&-13%,2%,-7%,-1%,1%,2%,-6%,-1%
CCOc1ccccc1-c1nnc(SCC(=O)Nc2ccccc2)o1,2%,-2%,4%,-6%,19%,5%,20%,?,-6%,1%
O=C(Nc1nnc(-c2ccc(F)cc2)s1)c1c(F)cccc1Cl,-38%,-2%,-4%,10%,-4%,0%,24%,0%,7%,4%
COc1ccc(Nc2nc(Cl)nc(NCCO)n2)cc1,12%,1%,-1%,6%,-1%,2%,4%,-1%,.,1%
C=C(C)C(=O)Nc1cccc(C(C)=O)c1,17%,4%,12%,-1%,3%,3%,-26%,1%,-13%,0%
CNC(=S)N(CCc1c(C)[nH]c2ccc(OC)cc12)Cc1ccco1,9%,-12%,13%,-1%,1%,2%,-52%,-16%,-2%,-7%
CN(C)C(CNC(=O)c1ccc(NC(=O)CC#N)cc1)c1ccccc1 (stereo not given),0%,1%,4%,3%,-1%,1%,18%,3%,-3%,1%
COc1ccccc1C(C(=O)NC1CCCC1)N(C(=O)c1csnn1)C1CC1 (stereo not given),15%,2%,-4%,-4%,1%,2%,-8%,-3%,1%,-2%
Cc1c(C)n(C(=O)CSc2nncn2C)c2ccccc12,14%,4%,5%,0%,1%,3%,-13%,-6%,1%,1%
C/C(Cn1nnc([N+](=O)[O-])n1)=N\NC(=O)c1cccc(Cl)c1,10µM*,-12%,?,?,9%,0%,-84%,1%,?,-2%
O=C(NNC1=Nc2ccccc2SC1)c1ccccc1F,0.89µM*,1%,0.71µM*,13%,-6%,?,-17%,-14%,-2%,-5%
CC1CCCCN1CCCNC(=O)CN1C(=O)CSc2ccc(S(=O)(=O)N3CCOCC3)cc21 (stereo not given),2%,7%,0%,5%,0%,0%&-4%,12%,-6%,-2%,1%
COC(=O)c1c(F)c(F)c(N2CCOCC2)c(F)c1F,3%,?,12%,13%,2%,-1%,3%,1%,1%,6%
COc1ccc(C(=O)N(Cc2cccs2)C2CCS(=O)(=O)C2)cc1 (stereo not given),-1%,-5%,5%,-2%,2%,1%,1%,-1%,-2%,1%
COc1ccc(Cl)cc1S(=O)(=O)n1ccnc1C(C)C,18%,-26%,15%,5%,1%,4%,37%,-10%,-16%,4%
CCOc1cc(/C=N\NC(=O)Cc2ccccc2)ccc1OCC(=O)Nc1ccc(C)c(C)c1,17%,0%,-26%,2%,-6%,2%,-74%,-10%,-1%,12%
O=C(c1ccc(F)cc1)N1CCN(C2CCC(c3ccccc3)CC2)CC1 (stereo not given),26%,-5%,0%,1%,0%,-1%,-8%,-12%,-13%,-12%
CCn1cc(C(=O)O)c(=O)c2cc(F)c(N/N=C/c3ccccc3)cc21,13%,4%,-3%,8%,-2%,5%,-20%,-10%,.,-7%
Cc1ccc(CNC(=O)c2nc3nc(C)cc(C)n3n2)cc1,-1%,-5%,-5%,-8%,0%,-1%,20%,-7%,1%,0%
COc1ccc(C2CC(c3ccc(F)cc3)n3nc(NC(=O)c4ccco4)nc3N2)cc1 (stereo not given),7.1µM*,4%,13µM*,-8%,-3%,1%,-11%,-10%,1%,-1%

# Overlap with the part before: two compounds; new compounds follow.
SMILES,RORgamma inh,uPA generation,VP16 counter,p53 reactivation,NPC1 promoter act,FLuc modulator,BRCA1 expr act,Rab9 promoter act,MBNL1-CUG inh,ELG1 genotox
Cc1ccc(CNC(=O)c2nc3nc(C)cc(C)n3n2)cc1,-1%,-5%,-5%,-8%,0%,-1%,20%,-7%,1%,0%
COc1ccc(C2CC(c3ccc(F)cc3)n3nc(NC(=O)c4ccco4)nc3N2)cc1 (stereo not given),7.1µM*,4%,13µM*,-8%,-3%,1%,-11%,-10%,1%,-1%
CC(NS(=O)(=O)c1ccc(NC(=O)N2CCCCC2)cc1)c1ccccc1 (stereo not given),.,20%,.,.,-2%,0%,-8%,-1%,2%,-2%
COc1ccc2nc3oc(C(=O)NCCCOC(C)C)cc3cc2c1,-3%,5%,-4%,-1%,-2%,-25%,4%,-5%,?,-6%
C=CCc1c(C)nc(SC)nc1Nc1ccc(C)cc1,10µM*,-24%,3%,-7%,-1%,4%,-37%,-8%,2%,-10%
CCCCn1c(N)c(N(CCOC)C(=O)c2cnc(C)cn2)c(=O)[nH]c1=O,.,3%,.,4%,-1%,0%,-3%,-2%,.,4%
COc1ccc2nc3ccccc3nc2c1,4%,-16%,-20%,12%,4µM*,17µM*,13µM*,2.8µM*,?,11%
O=C(c1ccc(COc2ccc(Cl)cc2)o1)N1N=C(C(F)F)CC1(O)C(F)F (stereo not given),?,2%,?,8%,0%,-3%,-22%,0%,-3%,-3%
COc1cccc(-n2nc(C(=O)N3CCN(Cc4ccccc4)CC3)c3ccccc3c2=O)c1,1%,19%,-8%,-3%,-8%,-6%,30%,-3%,-3%,-14%

# Some of these compounds in order of SMILES length, rising.
SMILES,RORgamma inh,uPA generation,VP16 counter,p53 reactivation,NPC1 promoter act,FLuc modulator,BRCA1 expr act,Rab9 promoter act,MBNL1-CUG inh,ELG1 genotox
C=CCc1c(C)nc(SC)nc1Nc1ccc(C)cc1,10µM*,-24%,3%,-7%,-1%,4%,-37%,-8%,2%,-10%
CC(NS(=O)(=O)c1ccc(NC(=O)N2CCCCC2)cc1)c1ccccc1 (stereo not given),.,20%,.,.,-2%,0%,-8%,-1%,2%,-2%
CCCCn1c(N)c(N(CCOC)C(=O)c2cnc(C)cn2)c(=O)[nH]c1=O,.,3%,.,4%,-1%,0%,-3%,-2%,.,4%
O=C(c1ccc(COc2ccc(Cl)cc2)o1)N1N=C(C(F)F)CC1(O)C(F)F (stereo not given),?,2%,?,8%,0%,-3%,-22%,0%,-3%,-3%
